Screens deposited in PubChem BioAssay by National Center for Advancing Translational Sciences (NCATS).
PLK1 PBD block: PLK1 (human) polo-box domain binding inhibition. Potency, µM, inactives show max response, negative = inhibition, most hits filed as inhibitors. Plk1 PBD binding of FITC phosphopeptide, fluorescence polarization. 360,000 compounds, 2.8% hits. AID 720504; note: potency is the fitted concentration of half-maximal effect; series mostly up to about 57 µM; % is set by controls: 0 for no effect and ±100 for the full control effect; nearly all actives have a fitted effect of over 65% in size
CCT modulator: cytosolic chaperonin activity modulation; purified chaperonin ATPase assay, HTRF ADP detection, 30 min; activity change, % (no concentration beside the values), hits read low; 360,000 compounds, 0.3% hits; AID 651819; in the data active = activity change below about -30%; note: % is set by controls: 0 for no effect and ±100 for the full control effect
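TRiC at 40 or 20 nM final (batch-dependent) in 30 mM Tris pH 7.4, 100 mM KCl, 5 mM MgCl2, 1 mM DTT, with compound at single 76 uM and 10 uM ATP, 30 min at 37 deg C. ADP detected by HTRF Transcreener, 665/615 ratio.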
Mm-Cpn inhibitor: M. maripaludis TRiC chaperonin inhibition | 330,000 compounds, 0.031% hits | Potency, µM (doses to about 76.9 µM), for inactives: at the top dose activity, negative = inhibition, most hits filed as inhibitors | AID 504842 | purified Mm-Cpn ATPase, ADP Transcreener TR-FRET; note: potency is the fitted concentration of half-maximal effect; % is set by controls: 0 for no effect and ±100 for the full control effect; nearly all actives have a fitted effect of over 80% in size
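ATP (10 uM final) was added to archaeal chaperonin (25 nM final) after 10 min exposure to test compound at 37°C; after 30 min further incubation, ADP was detected by competitive TR-FRET.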
EPAC1 antag: antagonists of human EPAC1 | 360,000 compounds, 0.14% hits | O95398 | Potency, µM (series often up to 115 µM), for inactives: top-dose activity change, negative = inhibition, actives largely listed as inhibitors | EPAC1 GEF assay, Rap1b-BODIPY-GDP exchange fluorescence;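 note: potency is the fitted concentration of half-maximal effect; plate controls were vehicle for no effect and positive control for full effect; nearly all actives have a fitted effect of over 50% in size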
Target sequence (O95398 whole entry, looked up): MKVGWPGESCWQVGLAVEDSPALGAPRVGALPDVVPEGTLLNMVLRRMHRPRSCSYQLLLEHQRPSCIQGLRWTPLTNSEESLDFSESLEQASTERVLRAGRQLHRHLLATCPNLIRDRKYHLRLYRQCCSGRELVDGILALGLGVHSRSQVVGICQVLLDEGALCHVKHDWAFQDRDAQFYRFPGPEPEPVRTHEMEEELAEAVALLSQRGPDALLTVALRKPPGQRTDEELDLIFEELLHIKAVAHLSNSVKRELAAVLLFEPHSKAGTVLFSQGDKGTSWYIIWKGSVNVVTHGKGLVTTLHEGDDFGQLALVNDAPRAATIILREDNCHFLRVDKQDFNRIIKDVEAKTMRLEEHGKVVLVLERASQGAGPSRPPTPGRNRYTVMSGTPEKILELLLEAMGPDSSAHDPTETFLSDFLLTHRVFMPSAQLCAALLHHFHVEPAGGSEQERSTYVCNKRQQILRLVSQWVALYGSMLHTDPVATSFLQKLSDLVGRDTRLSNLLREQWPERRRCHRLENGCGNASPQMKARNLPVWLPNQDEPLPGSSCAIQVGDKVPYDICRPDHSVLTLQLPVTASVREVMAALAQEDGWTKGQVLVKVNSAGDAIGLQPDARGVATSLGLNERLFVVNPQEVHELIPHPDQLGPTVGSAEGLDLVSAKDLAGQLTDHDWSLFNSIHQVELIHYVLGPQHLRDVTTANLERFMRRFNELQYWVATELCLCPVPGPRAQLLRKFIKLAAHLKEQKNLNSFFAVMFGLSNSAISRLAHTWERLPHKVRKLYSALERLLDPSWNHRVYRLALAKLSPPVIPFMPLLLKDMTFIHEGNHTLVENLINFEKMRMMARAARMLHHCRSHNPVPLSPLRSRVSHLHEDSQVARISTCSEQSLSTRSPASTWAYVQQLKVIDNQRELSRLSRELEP
WRN helicase inh: WRN helicase (human) inhibition | WRN helicase unwinding, fluorescent forked duplex, kinetic | Potency, µM (doses to about 114 µM), for the others: top-dose activity change, negative = inhibition, actives largely listed as inhibitors | 360,000 compounds, 0.46% hits; note: potency is the fitted concentration of half-maximal effect; % is set by controls: 0 for no effect and ±100 for the full control effect; nearly all actives have a fitted effect of over 55% in size
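Primary qHTS, 1536-well format. 20 nM WRN + compound, 15 min RT; start with 100 nM forked fluorophore/quencher duplex, 2 mM ATP (final); kinetic read ex 525/em 598 nm.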
EPAC1 agonist: activates human EPAC1 exchange factor. EPAC1 agonist qHTS, biochemical assay; response scale: 100% = response to 6.5 mM cAMP. AID 720707. Potency, µM (doses to about 154 µM), without a hit: top-dose activation, actives largely listed as activators. O95398. 360,000 compounds, 0.073% hits; note: potency is the fitted concentration of half-maximal effect; nearly all actives have a fitted effect of over 60% in size
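Read-out is the fluorescence drop as BODIPY-GDP leaves Rap1B (480 nm excitation, 540 nm emission), recorded every 5 minutes over 30 minutes. Reactions held 100 nM EPAC1, 250 nM Rap1B–BODIPY-GDP and 50 uM GDP, with 6.5 mM cAMP setting full activation.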
EPAC2 antagonist: antagonists of human EPAC2 | Q8WZA2 | EPAC2 GEF exchange of Rap1B-BODIPY-GDP, fluorescence | Potency, µM (top dose mostly 114 µM), for the others: at the top dose activity, negative = inhibition, usual class: inhibitors | 360,000 compounds, 0.18% hits; note: potency is the fitted concentration of half-maximal effect; % is set by controls: 0 for no effect and ±100 for the full control effect; nearly all actives have a fitted effect of over 45% in size; many of its hits are not listed in these tables
PI5P4Ka inh: blocks human PI5P4K alpha kinase activity; 330,000 compounds, 1.2% hits; max response, %; PI5P4Kalpha enzyme, ADP-Glo luminescence, 60 min; hits give low values; P48426; active = max response of -50% or lower; inconclusive = between -30% and -50%; inactive = -30% or higher; note: value at the top dose of about 77 µM; % is set by controls: 0 for no effect and ±100 for the full control effect
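Human PI5P4Kalpha with substrate in 0.038 M HEPES pH 7.4, 0.28 mM EGTA, 0.1% CHAPS, 5% DMSO; reaction started with 5 microM ATP (final), 60 min at room temperature. ADP formed read by ADP-Glo luminescence.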
* marks the source's active call; other numbers are inactive results; ? = inconclusive; · = no result given; [ ] = another dose, or the depositor's remark. Unless noted, calls come from the whole dose curve; as a rule, active = well fitted curve in the direction sought with a large enough effect; inconclusive = small, poorly fitted or top-dose-only effect, or another doubt; inactive = no such curve, though single readings can be large; an effect the other way counts as inactive or inconclusive. Some of the compounds tested (hit frequency here may not be typical).

SMILES | PLK1 PBD block | CCT modulator | Mm-Cpn inhibitor | EPAC1 antag | WRN helicase inh | EPAC1 agonist | EPAC2 antagonist | PI5P4Ka inh
O=C(Cn1nnc(-c2ccccc2)n1)OCc1ccccc1 | -2% | -1.6 | -4% | -7% | -1% | 15% | -7% | 15
CCC(Sc1nc2ccccc2o1)C(=O)Nc1nnc(C)s1 (stereo not given) | -8% | -5.8 | -3% | 0% | -1% | -2% | -1% | 3
O=C(COC(=O)c1cccnc1SCC(=O)NCc1ccccc1)NCc1ccccc1 | -22% | 0.9 | -16% | 17% | -26% | -2% | 20% | 0
COc1ccc(OC)c(CNC(=O)C2CCN(S(=O)(=O)N3CCC(C)CC3)CC2)c1 | 1% | -1.5 | 3% | 0% | 8% | -8% | 8% | 0
CCCCC(=O)Nc1ccc2c(c1)OCCO2 | -4% | -3.7 | -1% | -9% | 8% | 3% | -3% | 2
O=C(c1cc(-c2ccc3c(c2)OCO3)on1)N1CCN(c2ccccc2)CC1 | 3% | -0.4 | 2% | -1% | -10% | 5% | -4% | ·
Cc1ccc(S(=O)(=O)N2CCN(C(=O)COC(=O)CNC(=O)c3ccccc3F)CC2)c(C)c1 | -21% | 0.7 | · | -12% | -10% | -16% | 19% | 0
CCCCCC(=O)NC(=S)Nc1cccc(-c2nc3ncccc3o2)c1 | -8% | 0.9 | -1% | 21% | 14% | -1% | 12% | -10
COc1ccc(CCC(=O)NCc2ccccc2Cl)cc1OC | -11% | -0.7 | -3% | 18% | 5%[57.1 µM] | 9% | -1% | -5
Nc1oc2ccccc2c1C(=O)Cc1ccccc1O[C@@H]1O[C@H](CO)[C@@H](O)[C@H](O)[C@H]1O | -2% | -0.1 | 2% | -2% | -10% | 4% | -21% | 5
CCN(CC)C(=O)c1cccc(-c2csc(C(O)(c3ccccc3)C(F)(F)F)n2)c1 (stereo not given) | -2% | 0.7 | · | -13% | -10% | -10% | -3% | 4
CSC[C@H]1CN(c2ccc(Br)cc2)C(=O)[C@@H]1CC(=O)Nc1ccc(Br)cc1 | -5% | -3.5 | · | 8% | -7% | -6% | 0% | 0
O=S1(=O)CCN(Cc2cccc(Cl)c2)CC1 | -2% | -2.3 | 2% | -25% | -12%[57.1 µM] | 5% | -3% | 0
COc1cc(C(C2C(=O)CC(C)(C)CC2=O)C2C(=O)CC(C)(C)CC2=O)ccc1O | ? | -1.0 | 1% | 9% | -9% | 5% | 0% | ?
O=C1c2ccccc2C(=O)N1Cc1nn2c(-c3ccc(Cl)cc3)nnc2s1 | -7% | -3.1 | -18% | 6% | -1%[57.1 µM] | -5% | -1% | 1

(more compounds)
SMILES | PLK1 PBD block | CCT modulator | Mm-Cpn inhibitor | EPAC1 antag | WRN helicase inh | EPAC1 agonist | EPAC2 antagonist | PI5P4Ka inh
C=CCC[C@@H](Cc1ccc(F)cc1)C(=O)OC[C@@H](C)NC(=O)[C@@H](CC=C)CC(=O)N[C@H](CO)Cc1ccccc1 | -3% | -0.6 | 2% | -12% | -5% | -28% | -13% | -4
Nc1cccc(C2=Nc3cccc4cccc(c34)N2)c1 | -24% | -1.7 | 1% | -7% | -12% | -5% | -2% | -18
CCn1cc(CN2CCCC(CNS(=O)(=O)c3ccc(OC)cc3)C2)cn1 (stereo not given) | -10% | -2.7 | -1% | -9% | -18% | 4% | -3% | 3
CCCCn1c(-c2cc(Cl)ccc2OC)n[nH]c1=S | -20% | -2.6 | · | 5% | 0% | 10% | -2% | ·
C=CCC(C)(NCc1ccccc1)c1ccco1 (stereo not given) | -3% | 1.5 | 0% | 28% | 5% | 4% | 21% | -1
CCCCN(Cc1cc2cc(OC)ccc2[nH]c1=O)C(=O)c1ccccn1 | ? | -5.7 | -51% | 8% | -7% | 1% | 3% | -3
CCc1nc2ccc(C(=O)NCCCn3ccnc3)cn2c1N(C)Cc1ccc(OC)cc1 | 0% | 1.2 | · | 6% | 5% | -12% | 24% | -5
CCNC(=O)C(C)NC(=O)C1=NN(c2ccccc2)C(=O)CC1 (stereo not given) | -7% | -1.8 | -4% | ? | -21% | -1% | -7% | 0
O=C(/C=C/c1ccccc1Cl)Nc1cccc(O)c1 | -2% | 1.1 | 3% | -2% | 3% | -3% | -18% | -5
O=C(CCc1ccccc1)NC(=S)Nc1cccc(Br)c1 | -6% | -0.7 | 2% | 7% | -3% | 12% | 0% | 14
CC(C)C(N)c1csc(Nc2ccccn2)n1 (stereo not given) | -6% | 0.2 | · | 2% | -2% | 13% | 1% | 5
COCCn1c(SCC(=O)N2CCCCCC2)nc2c([nH]c3ccccc32)c1=O | -1% | -1.3 | 0% | 1% | -21% | -12% | 10% | 0
CC(CCc1ccccc1)NC(=O)Cc1ccc([N+](=O)[O-])cc1 (stereo not given) | 30µM* | -1.0 | 2% | 3% | -24% | 6% | -6% | -5
O=C1CC(c2cccc([N+](=O)[O-])c2)c2c(ccc3ccccc23)N1 (stereo not given) | -17% | 2.5 | 2% | 6% | -14% | -5% | 16% | -1
O=C(O)CCc1ccc(-c2ccccc2)n1CC(=O)Nc1cccc(C(F)(F)F)c1 | -7% | -0.8 | 1% | 16% | -7% | 9% | ? | 7

(list continues)
SMILES | PLK1 PBD block | CCT modulator | Mm-Cpn inhibitor | EPAC1 antag | WRN helicase inh | EPAC1 agonist | EPAC2 antagonist | PI5P4Ka inh
O=C(CCCSc1nc2ccccc2s1)Nc1nccs1 | -6% | -2.3 | -17% | -5% | -3% | 7% | -3% | -1
O=c1cc(CN2CCCc3ccccc32)nc2sccn12 | ? | -0.5 | 0% | 3% | ? | 11% | 2% | 2
c1ccc2c(c1)Nc1cc3ccccc3cc1O2 | -9% | -2.6 | · | -7% | -4% | 2% | -2% | -5
CCCOc1ccc(NC(=O)Cc2ccc(S(=O)(=O)N3CCOCC3)s2)cc1OCCC | -10% | -2.6 | -1% | -27% | 6% | 3% | -18% | -3
COc1ccc(NC(=O)Cn2c(=O)n(CC3CCCO3)c(=O)c3cc(OC)c(OC)cc32)cc1OC (stereo not given) | -2% | 1.3 | -1% | ? | -4% | 6% | -9% | 5
Cc1occc1C(=O)NNC(=O)c1ccccc1[N+](=O)[O-] | ? | -1.5 | -7% | -19% | 2% | -15% | 0% | 0
COc1ccc(NC(=O)CSc2n[nH]c(=O)n2Cc2ccccc2)cc1Cl | 0% | -1.5 | -2% | -14% | -27% | 6% | -6% | 2
CC1CCCCC1NC(=O)CN(C)S(=O)(=O)c1cccc2nsnc12 (stereo not given) | -3% | -1.4 | 0% | 4% | -5% | 20% | -2% | -6
O=C(CCCn1c(SCC(=O)Nc2ccccc2C(F)(F)F)nc2ccccc2c1=O)NCC1CCCO1 (stereo not given) | -6% | 1.4 | -1% | -17% | 4% | -17% | -19% | -6
Cc1cccc(OCC(O)CN2CCN(CCN3C(=O)c4cccc5cccc(c45)C3=O)CC2)c1C (stereo not given) | -7% | -3.2 | 1% | -8% | 10% | -10% | 7% | 3
CCCCC[C@@H]1[C@@H]2C(=C(OCC)C[C@@H]3C(=O)N(c4ccccc4)C(=O)[C@H]23)[C@H](c2ccccc2)N1S(=O)(=O)c1ccc(C)cc1 | -16% | -1.6 | · | -18% | -9% | 0% | -26% | 18
O=C1C=C(c2cc(F)ccc2F)C[C@@H](c2ccc(F)cc2)C1 | 3% | -1.3 | 1% | 4% | 17% | 2% | -16% | -7
O=C(Nc1ccc(CN2CCCCC2)cc1)c1cccc(F)c1 | -9% | -2.2 | 1% | 1% | 8% | 8% | 2% | -8
Cc1ccc2c(c1)C(=O)CC1(CCCCCC1)O2 | -13% | 0.7 | -1% | 5% | 6% | 10% | -15% | -5
COc1ccc(OC)c(N(CC(=O)Nc2cccnc2)S(=O)(=O)c2ccc(C)cc2)c1 | -1% | 2.3 | 0% | 8% | -2% | 1% | 6% | ·

Following part:
SMILES | PLK1 PBD block | CCT modulator | Mm-Cpn inhibitor | EPAC1 antag | WRN helicase inh | EPAC1 agonist | EPAC2 antagonist | PI5P4Ka inh
O=C(CNS(=O)(=O)c1ccc(Br)s1)N1CCN(c2ncccn2)CC1 | -3% | -0.4 | 0% | -4% | -2% | -6% | -4% | 1
Cc1ccc(NC(=O)c2ccccc2OCC(=O)c2ccccc2)cc1 | -7% | -3.3 | 0% | 4% | -13% | 5% | -3% | 10
CC(C)[C@H](NC(=O)C1CCN(C(=O)[C@@H]2CCCN2)CC1)C(=O)NCc1ccc(F)cc1 | -14% | -2.1 | -1% | -6% | 8% | -19% | -7% | -4
Cc1ccc(S(=O)(=O)CC(=O)Nc2nc3ccc(S(N)(=O)=O)cc3s2)cc1 | -2% | -0.7 | 1% | 7% | -1% | 6% | 0% | -6
Cc1ccc(C(=O)CN2C(=O)C(C)Oc3ccccc32)cc1 (stereo not given) | -4% | -5.3 | 2% | -13% | 9% | -2% | -19% | -6
O=C(C1CCN(C2CC(=O)N(c3ccc(F)cc3)C2=O)CC1)N1CCOCC1 (stereo not given) | -12% | -0.7 | 0% | 8% | -58%[57.1 µM] | -4% | -5% | -3
O=C(Oc1cccnc1)c1cc2ccccc2oc1=O | -17% | 1.3 | 1% | -10% | ? | 9% | 8% | -2
Cc1noc(NS(=O)(=O)c2ccc(NC(=O)c3nn(-c4ccc(F)cc4)ccc3=O)cc2)c1C | -3% | 2.6 | 0% | -11% | -3% | -8% | 21% | 2
Cc1ccc(N(C(=O)CCC(=O)Nc2cc(C)on2)C(C(=O)NC2CCCC2)c2ccncc2)cc1 (stereo not given) | -3% | -0.8 | 1% | -2% | -2% | -4% | -14% | 0
Cc1cccc(C)c1NC(=S)NC(=O)c1ccccc1F | 1% | 0.9 | 2% | -23% | -8% | -3% | -3% | -27
CC(C)c1cc(NCCCN2CCOCC2)n2c(nc3ccccc32)c1C#N | -11% | -0.5 | -2% | 6% | 9% | 9% | 0% | 0
Cc1ccc(C(=O)CSc2nnc(-c3ccco3)o2)o1 | -8% | -4.2 | -14% | -9% | 1% | 9% | -6% | ·
O=C(Nc1ccc(NC(=O)c2ccco2)c(Cl)c1)c1ccc2c(c1)OCCO2 | -10% | 1.2 | -1% | ? | ? | -10% | 3% | 1
Cc1ccc(NS(=O)(=O)c2cc(NC(=O)c3ccc4c(c3)NC(=O)CS4)ccc2Cl)c(C)c1 | 6µM* | -1.2 | -1% | -2% | -11% | 4% | 1% | ?
